Screening results from PubChem.
UPR CHOP act = activators of apoptotic arm of unfolded protein response (CHOP). CHO-CHOP luciferase reporter, UPR activation, luminescence; percent of tunicamycin response over DMSO baseline. activation, % at 10 µM. actives 0.34% (n = 330,000);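 active = at 10 µM dose, activation of 40% or more, normalized to positive control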;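 also: 100% = tunicamycin at 10 µg/mL and 0% = DMSO alone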
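assay system = CHO CHOP reporter cells | amount = 500 CHO-CHOP cells per well | buffer or medium = F12 with 10% FBS | incubation = 16-18 h cell attachment, then 6 h compound exposure, 37 °C | detection = luminescence read with Steady-Glo | read-out = percent activation relative to tunicamycin control | controls = tunicamycin high control, DMSO low control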
NR3A LBD binder = modulators (binders) of human NR3A ligand-binding domain. NR3A LBD differential scanning fluorimetry, Tm shift; 0% = protein alone, 100% = glycine-bound protein. Tm shift relative to glycine control, % at 25 µM. actives 2.5% (n = 340,000). AID 1259313;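 active = melting temperature shift of at least 10% of the positive control shift, at one fixed dose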
XBP1 UPR activ = activators of adaptive arm of unfolded protein response (XBP1) | CHO-XBP1 luciferase reporter, IRE1-XBP1 UPR activation, luminescence; percent of tunicamycin response, DMSO as zero | actives 0.33% (n = 330,000) | activation, % at 20 µM;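 active = versus positive control, 20 µM dose yields 30% or more activation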;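 also: 100% = tunicamycin at 10 µg/mL and 0% = DMSO only wells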
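Material: CHO cell line with stable XBP1 luciferase reporter; schedule: 16-18 h cell attachment at 37 °C, then 6 h compound exposure; signal: glow luminescence from Steady-Glo reagent; medium: serum-containing F12 medium, 10% FBS; benchmarks: tunicamycin 10 µg/mL and vehicle-only wells; read-out: percent activation relative to tunicamycin reference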
Mdm2 MdmX PPI = human Mdm2/MdmX binding inhibition; SaOS-2 split-luciferase Mdm2/MdmX complementation, luminescence; inhibition, % at 8 µM; actives 3% (n = 330,000); AID 485346;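 active = inhibition of at least 50% at 8 µM in the primary screen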
APJ agonist = activates the human apelin receptor APJ; P35414; CHO-K1 APJ PathHunter beta-arrestin, luminescence; 0% DMSO wells, 100% apelin; activation, % at 20 µM; actives 0.11% (n = 330,000); AID 2520;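 active = activation more than six SD over the plate average, tested at 20 µM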;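 also: 0% = DMSO alone and 100% = apelin-13 at 10 nM; some results filed as inactive read as strong as hits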
Target sequence (P35414 whole entry, looked up): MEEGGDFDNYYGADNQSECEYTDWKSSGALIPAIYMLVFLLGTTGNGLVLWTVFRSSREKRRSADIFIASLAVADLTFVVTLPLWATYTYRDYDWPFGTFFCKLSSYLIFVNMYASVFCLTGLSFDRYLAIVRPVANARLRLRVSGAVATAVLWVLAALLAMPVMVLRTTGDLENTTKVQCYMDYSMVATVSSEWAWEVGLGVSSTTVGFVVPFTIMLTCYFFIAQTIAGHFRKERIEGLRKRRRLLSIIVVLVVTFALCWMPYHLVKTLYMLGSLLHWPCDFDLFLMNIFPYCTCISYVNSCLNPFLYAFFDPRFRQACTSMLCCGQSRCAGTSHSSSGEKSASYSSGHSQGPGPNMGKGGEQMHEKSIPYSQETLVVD
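Test system: CHO-K1 APJ beta-arrestin complementation cell line | Compound: Single test compound dose, 20 µM final, 1% DMSO | Incubation: Compound 90 min 25 °C, reagent 1 h | Measured by: beta-gal luminescence | Read-out basis: APJ–arrestin association signal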
NLRP3 yeast inh = inhibitors of NALP3 inflammasome in yeast; Yeast reconstituted NLRP3/ASC/caspase-1, beta-gal luminescence, 24 h; inhibition, % at 10 µM; actives 0.39% (n = 330,000); AID 2825;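 active = inhibition of 50% or more; inactive = inhibition below 50%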;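 also: plate controls were induced DMSO wells for no effect and uninduced yeast grown without galactose for full effect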
TIM10 inh = growth inhibitors of TIM10 yeast strain; S. cerevisiae TIM10 strain growth, BacTiter-Glo luminescence, 24 h; inhibition, % at 10 µM; actives 1.4% (n = 330,000); AID 463195;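 active = inhibition of 40% or more at the single tested concentration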;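 also: wild-type TIM10 isogenic control strain grown at permissive 25 °C; 0% = DMSO yeast wells and 100% = minimal medium wells without yeast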
tim10-1 inh = inhibits growth of tim10-1 mutant yeast; S. cerevisiae tim10-1 ts strain growth, BacTiter-Glo, 24 h; inhibition, % at 20 µM; actives 2.2% (n = 330,000);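 active = inhibition of at least 40%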;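 also: mutant grown at 25 °C; 0% = DMSO wells with yeast and 100% = wells holding no yeast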
tim23-1 inh = tim23-1 yeast growth inhibition; S. cerevisiae tim23-1 growth, BacTiter-Glo luminescence, 24 h; inhibition, % at 20 µM; actives 1.3% (n = 330,000); AID 463212;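 active = growth inhibition of the mutant yeast at or above 50%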;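 also: temperature-sensitive mutant grown at 25 °C; plate controls were DMSO-treated mutant yeast for no effect and medium wells lacking yeast for full effect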
* marks the source's active call; other numbers are inactive results; x = not tested or not shown.

canonical_smiles	UPR CHOP act	NR3A LBD binder	XBP1 UPR activ	Mdm2 MdmX PPI	APJ agonist	NLRP3 yeast inh	TIM10 inh	tim10-1 inh	tim23-1 inh
CCCOc1ccc(-c2csc(N)n2)cc1[N+](=O)[O-]	6.6	-10.5	2.3	-103.6	-2.4	34.7	32.3	21.1	56.7*
Cc1nc2ccccc2n1CC(=O)OCC(=O)NCCc1ccccc1	2.0	-0.2	-0.6	-0.4	1.9	-9.4	-2.2	12.3	-4.0
COc1ccc(CNC(=O)C[C@H]2C[C@H](C(=O)N(C(C)C)C(C)C)[C@@]3(C)c4[nH]c5cc(CCC(=O)N(C)C)ccc5c4CCN3C2=O)cc1OC	2.5	0.8	-3.1	14.4	x	x	-1.6	14.2	30.3
CCCc1ccc(C(=O)[C@@H]2[C@@H](C(C)=O)N3c4ccc(F)cc4C=C[C@@H]3[C@@]23C(=O)Nc2ccccc23)cc1	-1.4	1.1	0.8	8.0	-1.2	3.0	2.6	16.9	32.9
Cc1nn(C(=O)c2ccco2)c(C)c1Br	-0.4	1.6	-3.7	1.3	-0.3	20.0	-15.7	13.5	18.7
COCCCNC(=S)N1CCN(C(c2ccccc2)c2ccccc2)CC1	3.2	0.8	-2.5	10.8	4.5	12.9	1.8	8.3	4.4
CCN(c1ccccc1)S(=O)(=O)c1ccc(NC(=S)NC(=O)c2ccc(Br)o2)cc1	-3.7	-2.7	-0.9	0.6	-4.6	14.7	-3.2	-1.4	13.9
Cc1ccc2nccc(C(=O)N3CCCC(N4CCN(c5ccc(F)cc5)CC4)C3)c2c1 (stereo not drawn)	0.5	2.5	-3.3	22.4	-3.9	17.4	5.6	12.0	14.0
O=C(CCCn1c(=O)c2cccn2c2cccnc21)N1CCN(c2ccccc2F)CC1	-1.2	-1.6	-5.1	18.2	3.2	11.5	9.3	23.3	29.7
CC(C)NC(=O)COc1ccc(/C=N/NS(=O)(=O)c2ccccc2)cc1	-2.7	3.7	2.0	21.7	-4.3	20.5	-13.2	4.4	-7.9
CCC(=O)NC(c1ccc(C)cc1)c1ccc2cccnc2c1O (stereo not drawn)	23.0	-0.7	17.3	79.3*	-5.3	27.7	2.3	0.7	62.4*
CCN1CCN(c2nc(Nc3ccc(OC)cc3)nc(N)c2[N+](=O)[O-])CC1	1.1	-0.9	3.9	1.3	-0.1	-0.8	-2.3	-3.9	-5.5
O=C(COc1ccccc1)Nc1cc(S(=O)(=O)N2CCOCC2)ccc1N1CCCC1	2.1	1.2	-0.8	2.6	-3.9	21.0	-4.8	5.9	9.4
COc1ccc(C(=O)N/C(=C\c2cn(C)c3ccccc23)C(=O)NCCN2CCOCC2)cc1OC	0.6	0.9	1.1	19.2	-3.1	20.3	7.0	-5.7	-0.5
COc1ccc(Cl)cc1NC(=O)CCc1nnc2ccc(N3CCC4(CC3)OCCO4)nn12	-0.5	-3.0	-3.8	-5.6	1.4	-5.1	11.2	20.5	13.7
O=C1CCCN1CC(=O)N1CCCC(N2CCN(c3cccc(Cl)c3)CC2)C1 (stereo not drawn)	2.3	-0.6	5.2	18.2	6.3	-4.6	0.3	-8.7	1.4
Cc1ccc(C2(CCNCc3ccco3)CCOC(C(C)C)C2)cc1 (stereo not drawn)	1.3	0.1	-1.8	-6.5	-6.3	3.0	11.2	15.8	30.8
C#CCOCCOCCOCCNc1nc(N2CCN(C(=O)[C@H]([C@@H](C)O)n3cc(CCCCN)nn3)CC2)nc(N2CCN(C(=O)[C@H](Cc3ccc(O)cc3)n3cc(CCO)nn3)CC2)n1	0.9	1.2	0.8	-4.1	-0.7	6.3	6.2	11.9	10.3
COc1ccccc1C(=O)Nc1onc(C)c1C#N	0.8	0.3	2.8	26.1	-0.7	11.7	-16.6	-2.1	2.0
CCC(CC)C(=O)NCCc1ccc(F)cc1	0.4	-2.1	-1.4	22.0	-6.7	-6.0	-16.6	3.2	-3.6

Next part:
canonical_smiles	UPR CHOP act	NR3A LBD binder	XBP1 UPR activ	Mdm2 MdmX PPI	APJ agonist	NLRP3 yeast inh	TIM10 inh	tim10-1 inh	tim23-1 inh
Cc1ccc(NCc2nnc(SCC(=O)NCc3ccco3)n2CC2CCCO2)cc1Cl (stereo not drawn)	0.4	-0.1	-1.7	12.3	-3.7	9.0	5.5	6.2	13.0
Cc1c(NC(=O)COc2ncnc3c(Cl)cc(Cl)cc23)c(=O)n(-c2ccccc2)n1C	0.9	-1.3	-1.4	9.8	-3.2	-0.1	-180.9	-81.9	-78.8
CC1(C)C(=O)OC(C(=O)c2ccc(C(C)(C)C)cc2)C(C)(C)C1=O (stereo not drawn)	0.6	1.8	-0.2	-6.9	2.0	23.3	-8.8	23.5	24.1
CCOC(=O)NC(=O)CSc1nc(C)cc(C)c1C#N	2.0	-2.2	1.3	-46.8	-2.3	10.1	13.9	3.8	10.9
O=C(Nc1ccc(Cl)cc1)c1cnc(-c2ccccc2)nc1-c1ccccc1	1.3	6.6	6.9	7.6	-1.5	-5.6	-2.1	18.4	-4.5
CCOC(=O)N1CCN(C(=O)c2ccc(CS(=O)Cc3ccc(C)cc3)o2)CC1 (stereo not drawn)	-2.3	1.8	-6.8	7.0	-0.4	1.1	-6.4	-5.2	-0.3
O=[N+]([O-])c1cccc2c(Cl)ccnc12	-0.5	-0.3	0.1	9.9	2.1	-1.1	-5.5	3.0	1.1
CCC(C)NC(=O)c1cn(-c2cccc(C)n2)cn1 (stereo not drawn)	1.5	-1.4	-1.6	22.4	-0.4	12.7	-16.4	-5.2	10.9
COc1ccc2cc(C(=O)Nc3c(C)n(C)n(-c4ccccc4)c3=O)sc(=O)c2c1OC	-3.0	-0.7	-2.0	3.2	-0.3	16.3	3.8	6.4	-4.2
Cc1cccc(OCC(=O)Nc2cccc(C(=O)Nc3ccccc3C(=O)O)c2)c1	-1.1	3.1	1.2	-31.8	-2.0	-9.8	1.1	-9.3	16.5
CC(c1ccccc1)c1nnc(N)s1 (stereo not drawn)	-0.3	1.4	-2.1	17.0	-2.8	-4.5	-5.1	-0.4	7.7
O=C(NNC(=O)c1cc(Br)ccc1Cl)c1csc(N2CCOCC2)n1	4.0	2.2	-2.5	-15.0	-3.0	15.7	11.9	22.7	25.1
CN(C(=O)c1cccnc1)c1nnc(-c2cccnc2)s1	-0.4	-1.1	-0.9	3.2	-0.2	6.7	7.0	-3.9	5.5
CCCCN=C1NN=C(c2cccc([N+](=O)[O-])c2)CS1	4.1	1.8	-2.1	-25.2	-4.0	31.7	11.3	12.8	6.2
CCCCOc1ccc(C(=O)NCCC(=O)NCCCC(=O)OCC)cc1	0.6	-3.7	-0.9	24.7	-1.1	19.3	0.8	-5.8	1.3
COc1ccc(-c2noc(N3CCCC(C(=O)Nc4ccc(F)cc4F)C3)n2)cc1 (stereo not drawn)	4.9	-0.8	1.1	-7.3	0.0	18.5	14.7	32.5	35.4
COc1cccc(N2C(=O)Nc3ccc(Br)cc3C2(O)C(=O)NCCN(C)C)c1 (stereo not drawn)	-0.2	1.7	-5.5	7.2	0.7	11.8	-19.2	6.8	6.9
CC1CCCCC1NC(=O)CN1CCN(Cc2ccccc2Cl)C1=O (stereo not drawn)	-0.9	7.5	-2.8	4.3	-3.2	2.6	-0.3	1.6	19.5
Cc1ccccc1CNS(=O)(=O)c1ccccc1[N+](=O)[O-]	0.6	3.0	-2.0	-2.5	1.9	17.0	15.3	21.5	5.1
COc1ccccc1-c1nnc2n1N=C(c1ccc(O)c(O)c1)CS2	-1.6	-0.9	16.8	50.3*	-1.1	12.2	10.4	4.5	1.2

An excerpt from above with just Mdm2 MdmX PPI.
SMILES	Mdm2 MdmX PPI
CCCCOc1ccc(C(=O)NCCC(=O)NCCCC(=O)OCC)cc1	24.7
COc1ccc(-c2noc(N3CCCC(C(=O)Nc4ccc(F)cc4F)C3)n2)cc1 (stereo not drawn)	-7.3

(continued)
canonical_smiles	UPR CHOP act	NR3A LBD binder	XBP1 UPR activ	Mdm2 MdmX PPI	APJ agonist	NLRP3 yeast inh	TIM10 inh	tim10-1 inh	tim23-1 inh
COc1ccc(S(=O)(=O)Cc2ccc(C(=O)NC3CCCCC3)o2)cc1	0.3	1.0	-4.9	13.6	-2.8	1.3	-7.1	10.3	-0.3
Cc1nc(NCc2ccco2)c2c(C)c(C)sc2n1	40.6*	0.0	-2.1	100.4*	-3.5	46.0	17.2	36.7	34.0
CN(C)C(=O)c1ccc(NC(=O)CN2C(=O)NC3(CCCc4ccccc43)C2=O)cc1 (stereo not drawn)	-0.5	1.7	2.2	11.5	0.3	18.7	-3.6	-1.9	-2.8
CS(=O)(=O)N(CC(=O)NCCSCc1ccco1)c1ccc(Cl)cc1	-1.1	-0.4	1.5	-3.6	-1.3	5.8	5.1	14.7	10.5
COc1ccccc1N1C(=O)c2cccc3cccc(c23)C1=O	-2.7	0.5	-1.3	15.7	-0.6	13.2	1.6	14.4	4.0
NC(=O)c1ccc(S(=O)(=O)N2CCSCC2)cc1	-0.8	-1.4	-2.4	16.3	-1.8	8.3	-3.2	-9.0	-4.7
CCCCC(=O)Nc1ccc2oc(-c3cccnc3)nc2c1	2.8	4.1	3.2	-17.1	-1.2	26.6	4.3	-3.8	27.2
COc1cccc(-c2noc(C3CCCN(C(=O)c4ccc(F)cc4)C3)n2)c1 (stereo not drawn)	3.4	-1.2	2.1	-15.0	-1.6	21.9	-11.1	7.9	22.6
COc1cccc(-n2c(SCC(=O)c3c[nH]c4ccccc34)nc3ccccc3c2=O)c1	-1.1	8.2	1.9	44.3	-1.4	3.0	11.3	2.2	-1.6
C=CCC(C=C)S(=O)(=O)c1ccc(C)cc1 (stereo not drawn)	1.5	-0.8	0.6	-5.8	3.7	-1.6	7.6	-20.0	-2.8
NCC12CC3CC(C1)CC(c1ccc(Cl)cc1)(C3)C2	3.9	-3.5	10.2	96.4*	-4.1	5.0	18.8	14.5	25.6
CC(Sc1nc2c(N)ncnc2n1CCOc1ccccc1)C(=O)O (stereo not drawn)	-0.8	1.9	-0.9	14.1	-0.5	13.8	-19.7	6.8	8.9
CC(=O)c1c(C)[nH]c(C(=O)NCCC2=CCCCC2)c1C	1.9	-0.2	0.9	-122.7	-0.2	8.3	20.2	21.8	24.5
CCOc1ccccc1CN1CCC(Oc2ccc(C(=O)NCc3ccccn3)cc2)CC1	1.0	1.5	-4.7	2.9	-0.7	15.8	4.6	11.7	8.1
COc1ccccc1NC(=S)NCc1ccccn1	-0.3	-2.5	0.6	17.9	0.3	-14.9	12.3	15.1	4.0

An excerpt from above in order of their number in Mdm2 MdmX PPI, largest number first:
Structure | NR3A LBD binder | XBP1 UPR activ | Mdm2 MdmX PPI | APJ agonist | NLRP3 yeast inh | tim10-1 inh
NCC12CC3CC(C1)CC(c1ccc(Cl)cc1)(C3)C2 | -3.5 | 10.2 | 96.4* | -4.1 | 5.0 | 14.5
CC(Sc1nc2c(N)ncnc2n1CCOc1ccccc1)C(=O)O (stereo not drawn) | 1.9 | -0.9 | 14.1 | -0.5 | 13.8 | 6.8
CN(C)C(=O)c1ccc(NC(=O)CN2C(=O)NC3(CCCc4ccccc43)C2=O)cc1 (stereo not drawn) | 1.7 | 2.2 | 11.5 | 0.3 | 18.7 | -1.9
CS(=O)(=O)N(CC(=O)NCCSCc1ccco1)c1ccc(Cl)cc1 | -0.4 | 1.5 | -3.6 | -1.3 | 5.8 | 14.7

Compounds as they come; any-hit rate near 8.2%.
